# High-throughput results from PubChem BioAssay.
# G9a inh – blocks human histone lysine methyltransferase G9a; 350,000 tested, 8.8% active; AID 504332; Q96KQ7; Potency, µM (top dose mostly 102 µM), inactives show at the highest dose activity, negative = inhibition, most hits filed as inhibitors; G9a H3K9 monomethylation, AlphaScreen, 2 h; further: potency means the concentration at half of the fitted maximal effect; on the % scale 0 is the no-effect control and ±100 the full control effect; nearly all actives have a fitted effect of over 75% in size
# Target sequence (Q96KQ7 913-1193 limits assumed): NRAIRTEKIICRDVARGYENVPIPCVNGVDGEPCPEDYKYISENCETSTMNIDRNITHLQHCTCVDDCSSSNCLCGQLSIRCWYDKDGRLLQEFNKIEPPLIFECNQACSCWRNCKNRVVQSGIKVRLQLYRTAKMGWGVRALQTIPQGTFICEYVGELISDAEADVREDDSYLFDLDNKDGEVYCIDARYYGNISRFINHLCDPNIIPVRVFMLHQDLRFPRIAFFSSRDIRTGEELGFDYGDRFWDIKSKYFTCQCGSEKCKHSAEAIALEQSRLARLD
#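 Chemiluminescent proximity detection of H3K9 monomethylation, read after 10 min bead incubation in the dark. Reaction: 20 nM G9a, 500 nM biotin-H3K9 peptide, 20 uM SAM cofactor, 2 h, room temperature, following 15 min enzyme-compound preincubation.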
# GLS inhibitor – glutaminase GLS (human) inhibition; GLS enzymatic activity, qHTS titration; O94925; Potency, µM (top dose mostly 45.5 µM), inactives show at the top dose activity change, negative = inhibition, hits mostly inhibitors; 410,000 tested, 0.21% active; further: potency means the concentration at half of the fitted maximal effect; on the % scale 0 is the no-effect control and ±100 the full control effect
#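 Enzyme dispensed in phosphate buffer (45 mM, pH 8.2, 0.02% Tween-20), compounds pinned in, then 1 mM L-glutamine solution and the glutamate oxidase–HRP–Amplex Red mix added; fluorescence read immediately and again after 30 min at room temperature.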
# PGK inhibitor – inhibitors of T. brucei phosphoglycerate kinase; 380,000 tested, 0.043% active; P07378; Potency, µM (top dose mostly 57.5 µM), inactives show top-dose activity change, negative = inhibition, usual class: inhibitors; AID 602233; PGK/GAPDH coupled, Kinase-Glo luminescence, 60 min; further: potency means the concentration at half of the fitted maximal effect; on the % scale 0 is the no-effect control and ±100 the full control effect; nearly all actives have a fitted effect of over 60% in size
#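 Recombinant glycosomal PGK reaction used 1,3-bisphosphoglycerate generated in-well by GAPDH (100nM final) in 100mM TEA pH 7.6, 5mM MgCl2, 0.01% Tween-20. After 60 minutes at room temperature, ATP was read by Kinase-Glo Plus luminescence end-point.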
# POLH inh – DNA polymerase eta (human) inhibition | Potency, µM (top dose mostly 114 µM), without a hit: top-dose activity change, negative = inhibition, actives largely listed as inhibitors | Q9Y253 | AID 588591 | recombinant Pol eta, fluorescent DNA replication assay | 390,000 tested, 1.2% active; further: potency means the concentration at half of the fitted maximal effect; on the % scale 0 is the no-effect control and ±100 the full control effect
#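 Pol eta at 10 nM preincubated with compounds 15 min at room temperature; reaction started with fluorescent substrate (50 nM final) and read kinetically at 0 and 10 min.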
# HP1b chromo inh – HP1-beta chromodomain-methylated histone interaction inhibition; Potency, µM (top dose mostly 114 µM), for the others: at the highest dose activity change, negative = inhibition, usual class: inhibitors; AlphaScreen HP1-beta / biotin-H3K9me3 peptide binding; 390,000 tested, 0.56% active; P83916; AID 540317; further: potency means the concentration at half of the fitted maximal effect; nearly all actives have a fitted effect of over 70% in size; inactives centre near 23
#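 AlphaScreen: HP1-beta (50 nM) preformed 30 min with biotin-H3(1-18)K9me3 peptide (50 nM) in PBS pH 7.4, 0.01% Tween-20. Compound added for 30 min at RT, then streptavidin donor/nickel chelate acceptor beads (10 ug/mL) for 30 min.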
# PI4K2A block – blocks human PI4K2A kinase activity. Q9BTU6. purified PI4K2A, ADP-Glo luminescence, 1 h; stronger effect = lower value. activity change, negative = inhibition, % at 76.9 µM. 420,000 tested, 0.13% active; in the data active means activity change below about -50%; inconclusive means mostly about -30% to -49%;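 further: -100% = wells without enzyme as full effect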
# Target sequence (Q9BTU6 whole entry, looked up): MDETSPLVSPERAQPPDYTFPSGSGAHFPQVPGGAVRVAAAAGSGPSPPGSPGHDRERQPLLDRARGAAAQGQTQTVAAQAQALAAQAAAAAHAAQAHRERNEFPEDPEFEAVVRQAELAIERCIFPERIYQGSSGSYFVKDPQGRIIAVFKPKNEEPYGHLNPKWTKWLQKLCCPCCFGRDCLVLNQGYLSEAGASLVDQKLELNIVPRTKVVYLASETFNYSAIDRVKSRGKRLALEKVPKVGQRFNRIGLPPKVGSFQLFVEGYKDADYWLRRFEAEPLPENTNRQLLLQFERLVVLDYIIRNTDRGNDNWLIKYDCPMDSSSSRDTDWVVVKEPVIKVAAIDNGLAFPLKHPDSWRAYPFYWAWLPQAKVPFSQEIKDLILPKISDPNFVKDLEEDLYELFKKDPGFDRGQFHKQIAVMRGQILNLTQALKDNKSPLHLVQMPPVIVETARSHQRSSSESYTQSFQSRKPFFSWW
#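 PI4K2A activity was measured by ADP-Glo luminescence: enzyme (4 ug/mL stock) and phosphatidylinositol (1.2 mM stock) in Tris pH 7.5/MgCl2/EGTA/Triton X-100 buffer were reacted with ATP (300 microM stock) for one hour at ambient temperature.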
# BAZ2B block – blocks human BAZ2B. Potency, µM (doses to about 114 µM), for the others: top-dose activity change, negative = inhibition, actives largely listed as inhibitors. AlphaScreen BAZ2B-H3K14Ac peptide displacement. 360,000 tested, 4.4% active. Q9UIF8. AID 504333; further: potency means the concentration at half of the fitted maximal effect; on the % scale 0 is the no-effect control and ±100 the full control effect; nearly all actives have a fitted effect of over 60% in size
#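 Protein-peptide AlphaScreen: BAZ2B 50 nM, b-H3K14Ac 50 nM, 1x PBS pH 7.4 + 0.01% Tween-20. Preincubation 30 min RT; cpd 30 min RT (top 110 uM); beads 20 min RT, light-protected.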
# Pin1 inh – blocks the human prolyl isomerase Pin1; Q13526; Pin1 FP peptide displacement, HiFluor488, 10 min; Potency, µM (top dose mostly 115 µM), inactives show top-dose activity, negative = inhibition, hits mostly inhibitors; 390,000 tested, 0.009% active; AID 504891; active means well fitted inhibition curve with a large enough effect in the polarisation, with a control signal flat, not every such curve was filed as active; inconclusive means small, poorly fitted or top-dose-only effect, or effect the other way, or a change in a side signal; inactive means no such curve, though single readings can be large or run the other way; the % refers to the polarisation; further: potency means the concentration at half of the fitted maximal effect; on the % scale 0 is the no-effect control and ±100 the full control effect
# Target sequence (Q13526 whole entry, looked up): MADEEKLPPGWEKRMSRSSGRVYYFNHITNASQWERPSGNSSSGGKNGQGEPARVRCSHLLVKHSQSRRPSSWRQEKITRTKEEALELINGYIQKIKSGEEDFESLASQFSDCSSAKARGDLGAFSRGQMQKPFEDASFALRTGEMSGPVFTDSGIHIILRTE
# JMJD2A Tudor – blocks the human JMJD2A Tudor domain; O75164; AlphaScreen JMJD2A-Tudor / H3K4me3 peptide binding; Potency, µM (doses to about 114 µM), for the others: at the top dose activity change, negative = inhibition, hits mostly inhibitors; 390,000 tested, 4.4% active; AID 504339; further: potency means the concentration at half of the fitted maximal effect; on the % scale 0 is the no-effect control and ±100 the full control effect; nearly all actives have a fitted effect of over 50% in size
# Starred values were filed as active, the others as inactive; i = inactive; ? = inconclusive; . = not tested or not shown; & = joins results of further samples; [ ] = dose if it differs, or a comment. Unless noted, the call rests on the fitted dose curve; in most records, active means well fitted curve in the direction sought with a large enough effect; inconclusive means small, poorly fitted or top-dose-only effect, or another doubt; inactive means no such curve, though single readings can be large; an effect the other way counts as inactive or inconclusive. An excerpt, so the mix of outcomes need not match the whole.
entry	compound	G9a inh	GLS inhibitor	PGK inhibitor	POLH inh	HP1b chromo inh	PI4K2A block	BAZ2B block	Pin1 inh	JMJD2A Tudor
1	Cc1sc2ncnc(N3CCC(C(=O)Nc4cc(Cl)ccc4Cl)CC3)c2c1C	-10%	0%	-6%	-20%	24%	0	5%	26%	-17%
2	S=c1[nH]nc(-c2cccs2)n1/N=C/c1c(Cl)cccc1Cl	1.3µM*	-5%	-10%	-4%	-24%	1	-34%	9%	?
3	CCN(CC)S(=O)(=O)c1ccc(N2CCCC2)c(NC(=O)Cc2ccccc2)c1	5%[12.7 µM]	12%	i	-9%	18%	-6	-3%	-5%	-29%
4	CCOC(CNC(=O)c1cccc([N+](=O)[O-])c1)OCC	6%	-2%	8%	-1%	37%	-2	0%	0%	-6%
5	O=C(CNS(=O)(=O)c1ccc(Br)cc1)N1CCN(Cc2ccccc2)CC1	-7%	-4%	-6%	-26%	24%	-3	-35%	5%	-16%
6	O=C(CSc1ccc(Br)cc1)NC1CCS(=O)(=O)C1 (centres undefined)	5%	7%	-6%	-3%	20%	-3	11%	-4%	1%
7	Oc1cccc(NC(=S)Nc2cccnc2)c1	7%[59 µM]	2%	-3%	-14%	36%[activator]	2	-1%	1%	-6%
8	CC(=O)N1Cc2cc([N+](=O)[O-])ccc2Oc2ccccc21	-1%	4%	7%	-14%	20%	2	-9%	3%	2%
9	COc1ccc(-c2c(-c3ccsc3)oc(=O)c3cc(OC)c(OC)cc23)cn1	.	-1%	5%	-22%	36%	-2	.	15%	-20%
10	COc1ccc(NC(=O)Nc2ccc3c(c2)N(C)C(=O)CS3)cc1OC	?	13%	0%	-19%	-14%	6	-6%	4%	?
11	O=C(CSc1nnc(-c2ccncc2)o1)Nc1nncs1	15%	2%	-2%	-23%	18%	-1	-22%	1%	32µM*
12	CCCC(=O)NC(c1cccs1)c1cc(Cl)c2cccnc2c1O (centres undefined)	1%	6%	6%	-8%	45%[activator]	4	-4%	0%	-17%
13	Cc1ccc(C)c(CN2C(=O)c3ccccc3S(=O)(=O)c3ccc(C(=O)NCc4ccccc4)cc32)c1	10%[59 µM]	1%	.	.	37%	-2	?	26%	-7%
14	COc1ccc(CCCc2nnc(SCC(=O)Nc3ccc(F)cc3)o2)cc1C	?	-4%	1%	-11%	26%	0	3%	10%	-12%
15	O=C(Cc1cccc2ccccc12)Nc1ccc2oc(-c3ccccc3)nc2c1	24%[59 µM]	0%	i	-7%	55%[activator]	0	14%	34%[activator]	-12%[57.1 µM]
16	COc1ccc(-c2cc3c(=O)n(CC(=O)NCc4ccc(F)cc4)ncn3n2)cc1	-18%	-4%	-2%	-8%	30%	-4	-31%	?	-6%
17	COc1ccccc1C(=O)N1CCN(c2nc3cc(C)cc(C)c3cc2C#N)CC1	.	1%	4%	-14%	.	0	.	.	.
18	Cc1ccc2c(CN3CCN(Cc4ccccc4Cl)CC3)cc(=O)oc2c1	?	7%	9%	-15%	40%[activator]	6	-4%	3%	-22%
19	COc1cc(OC)cc(-c2n[nH]c(=S)n2-c2cc(OC)ccc2OC)c1	?	-17%	i	7%	20%	-5	-1%	0%	7.9µM*
20	O=C(NCc1cccs1)C1CC(=O)N(c2ccc(Cl)cc2)C1 (centres undefined)	.	8%	5%	-2%	53%[activator]	152	-11%	-2%	1%
21	COc1ccc(NC(=O)NCc2ccc3c(c2)OCO3)cc1	3%	6%	3%	-6%	37%[activator]	-1	25%	-1%	-3%
22	COC(=O)C1=C(C)N(Cc2ccco2)C(=O)N[C@@H]1c1ccco1	.	4%	-10%	-18%	51%[activator]	-2	.	1%	-23%
23	CN(C(=O)c1cccc(NC(=O)c2ccco2)c1)c1ccccc1	2%[0.501 µM]	-8%	i	-7%	30%	1	-6%	-4%	2%
24	C=CCOC(=O)C1=C[C@H](c2ccc(C(F)(F)F)cc2)[C@@H](CCCO)[C@H](OCC)O1	39%[59 µM]	1%	2%	-23%	30%	-1	16%	7%	-18%
25	COc1ccc(Br)cc1CN(C)C(C)C(=O)Nc1cccc(C(C)=O)c1 (centres undefined)	-8%[12.7 µM]	1%	0%	-11%	13%	1	-2%	8%	-11%

# Random excerpt: four records from the list, in no set order.
entry	compound	G9a inh	GLS inhibitor	PGK inhibitor	POLH inh	HP1b chromo inh	PI4K2A block	BAZ2B block	Pin1 inh	JMJD2A Tudor
14	COc1ccc(CCCc2nnc(SCC(=O)Nc3ccc(F)cc3)o2)cc1C	?	-4%	1%	-11%	26%	0	3%	10%	-12%
22	COC(=O)C1=C(C)N(Cc2ccco2)C(=O)N[C@@H]1c1ccco1	.	4%	-10%	-18%	51%[activator]	-2	.	1%	-23%
7	Oc1cccc(NC(=S)Nc2cccnc2)c1	7%[59 µM]	2%	-3%	-14%	36%[activator]	2	-1%	1%	-6%
20	O=C(NCc1cccs1)C1CC(=O)N(c2ccc(Cl)cc2)C1 (centres undefined)	.	8%	5%	-2%	53%[activator]	152	-11%	-2%	1%

# (listing goes on)
entry	compound	G9a inh	GLS inhibitor	PGK inhibitor	POLH inh	HP1b chromo inh	PI4K2A block	BAZ2B block	Pin1 inh	JMJD2A Tudor
26	COc1ccc(NC(=O)CN2C(=O)COc3ccc(S(=O)(=O)N4CCCCC4)cc32)cc1Cl	-7%[59 µM]	2%	-10%	-23%	3%	-1	-23%	8%	-26%
27	O=C1CN(c2nc(-c3ccccc3)c3cc(Cl)ccc3n2)c2ccccc2N1	50µM*	-2%	i	-10%	18%	2	-3%	?	-4%
28	CCOC(=O)c1c(NC(=O)CCC(=O)N(CC)CC)sc2c1CC(C)(C)OC2	-32%	2%	2%	-14%	68%[activator]	2	-2%	-2%	-8%[11.4 µM]
29	COC(=O)c1ccccc1NC(=O)CSc1nnnn1CC(=O)O	7%	2%	i	-20%	9%	0	-4%	-3%	-13%
30	O=C(Nc1ccc(F)cc1)c1nsc(Cl)c1Cl	0%[59 µM]	8%	-5%	-4%	19%	-23	6%	2%	2%
31	Cc1cc(C)c(NC(=O)CN(c2ccccc2)S(=O)(=O)N(C)C)c(C)c1	2%&1%[59 µM]	-18%&0%	-12%&-11%	?	-12%&7%	-2&-3	?	-6%&1%	-35%&-31%
32	CN(C)CCCN(C(=O)c1ccc(S(=O)(=O)N2CCCCC2)cc1)c1nc2cc3c(cc2s1)OCO3	50µM*	9%	i	-9%	?	-3	?	4%	?
33	N#C/C(=C/c1ccc(N2CCCCC2)cc1)c1cccc(F)c1	4%[59 µM]	6%	-9%	-24%	?	1	-35%	57%[activator]	?
34	CC(=O)c1c(O)c2cccc3c2n(c1=O)CCC3	14%	-8%	.	-12%	56%[activator]	4	-4%	6%	-10%
35	COc1ccc(C(=O)N(Cc2ccco2)Cc2cc3cc(C)ccc3[nH]c2=O)cc1OC	.	16%	-3%	1%	13%	2	.	20%	-7%
36	Cc1ccc(CNC(=O)C2CCC(=O)N(C3CC3)C2)cc1 (centres undefined)	-8%	1%	-8%	-18%	30%	11	-13%	4%	-6%
37	O=C(Oc1ccc2c(c1)OCO2)c1cccs1	?	-4%	-3%	-14%	79%	6	7%	3%	4%
38	CCOC(=O)C1=C(COC(=O)c2cc([N+](=O)[O-])ccc2Cl)NC(=O)NC1C (centres undefined)	.	-5%	i	-2%	.	7	.	.	.
39	O=C1/C(=C/c2ccncc2)SC(=S)N1N1CCOCC1	-124%[59 µM]	?	2%	-24%	-14%	-6	-33%	-3%	-21%
40	COc1cc(NC(=O)c2cccnc2)c(Cl)cc1NC(=O)c1ccccc1	36%	2%	3%	-20%	20%	2	2%	8%	-5%
41	C[C@H](NCc1c[nH]c2ccccc12)c1ccccc1	-2%[0.501 µM]	-5%	i	-8%	37%	3	-37%	-1%	-12%
42	COc1ccc(C)cc1S(=O)(=O)n1cnc2ccccc21	-33%	-1%	-6%	-9%	40%[activator]	1	-29%	6%	-11%
43	Cc1ccc(C)c(S(=O)(=O)N2CCN(C(=O)Cn3[nH]c(=O)c4ccccc4c3=O)CC2)c1	-20%	-20%	-10%	-20%	27%	-1	-23%	-6%	-3%
44	CCOC(=O)c1ccc(N2C(=O)CC(NNC(=O)c3ccc(Br)s3)C2=O)cc1 (centres undefined)	.	?	-2%	5%	20%	-3	-11%	3%	-10%
45	COc1ccc(NC(=O)NN(C(=O)c2ccccc2)C(C)(C)C)cc1	-12%[59 µM]	5%	1%	-19%	12%	2	7%	0%	-1%
46	Cc1cc(C)cc(C(=O)Nc2cccnc2Cl)c1	4%[59 µM]	-9%	-4%	-9%	55%[activator]	6	9%	-2%	-10%
47	COc1ccc(CNC(=O)c2ccc(-c3ccccc3)cc2)cc1	22%[59 µM]	2%	-5%	-1%	16%	14	-1%	-1%	-14%
48	O=C(NCc1nc2ccccc2[nH]1)C1=C[C@H](c2ccc(C(F)(F)F)cc2)C[C@H](OCc2ccc(CO)cc2)O1	23%[12.7 µM]	-2%	-11%	-22%	44%	-4	2%	25%	-24%
49	Cc1ccccc1N(CC(=O)NCCSCc1ccco1)S(C)(=O)=O	?	28%	8%	-11%	18%	1	1%	-9%	-22%

# Record cards (already shown). Values in the order: G9a inh	GLS inhibitor	PGK inhibitor	POLH inh	HP1b chromo inh	PI4K2A block	BAZ2B block	Pin1 inh	JMJD2A Tudor
# Record of O=C(Oc1ccc2c(c1)OCO2)c1cccs1 : ?	-4%	-3%	-14%	79%	6	7%	3%	4%
# Record of Cc1ccccc1N(CC(=O)NCCSCc1ccco1)S(C)(=O)=O : ?	28%	8%	-11%	18%	1	1%	-9%	-22%
